RMI FANCM FP: disruptors of RMI1/RMI2 association with MM2 peptide – biochemical, fluorescence polarization, human, primary screen | RMI core complex (RMI1/RMI2) binding to FANCM MM2 peptide, human | RMI core complex with F-MM2 peptide; hits give low values | FP signal (polarization) at 33 µM | 0.58% of 70,000 active | AID 1159607, 2016; in the data active = FP signal below about 40; also: inactives centre near 61; strong numbers were not always called active; unit not given here
Starred values were filed as active, the others as inactive; & = joins results of further samples. This is a subset; the hit share may differ from the screen's.

A first look:
SMILES	RMI FANCM FP
Cc1cc(C)cc(OCCNS(=O)(=O)c2ccc(Cl)s2)c1	62
COc1ccc(-c2csc(CN3CCN(C(=O)CCc4ccccc4)CC3)n2)cc1	63
CC(C)(C#N)Nc1ccccc1	64
CCCCc1ccc(NC(=O)CSc2nc(=O)n3cc(Cl)ccc3n2)cc1	67
CCOP(=O)(OCC)c1nc(-c2ccc(Br)cc2)oc1N(C)C	58
O=C(COc1ccc(Cl)cc1Cl)N1CCN=C1SCc1cccc(F)c1	69
COc1cc(C2OC(c3cc(C)ccc3[N+](=O)[O-])=NN2C(C)=O)cc(OC)c1OC (stereo not drawn)	54
C/C(=N/OC(=O)c1ccccc1)c1csc(COc2ccc(Cl)cc2)n1	58
COc1ccc(Br)cc1/C=N\Nc1oc(-c2ccccc2)nc1C#N	67
COc1ccc(-c2cn(-c3ccc(C(C)C)cc3)c(=S)[nH]2)cc1OC	66
COC(=O)c1ccc(OCC(O)CN2CCN(CCN3C(=O)c4cccc5cccc(c45)C3=O)CC2)cc1 (stereo not drawn)	56
Cc1ccc(NC(=O)Cn2nc3ccc(SC4CCCCC4)nn3c2=O)c(Cl)c1	62
CC(C)Oc1ccc(/C=N\NC(=O)c2cccs2)cc1	58
O=C(/C=C/c1ccccc1)NCCS(=O)(=O)N1CCN(c2ccccc2F)CC1	58
O=C(NC1CCN(Cc2ccccc2)CC1)c1ccc(-n2cccn2)cc1	59
O=C(CCSc1ccccc1)Nc1nc2c(cc3c4c(cccc42)CC3)s1	61

The list itself (from the top)
SMILES	RMI FANCM FP
Cc1cc(C)cc(OCCNS(=O)(=O)c2ccc(Cl)s2)c1	62
COc1ccc(-c2csc(CN3CCN(C(=O)CCc4ccccc4)CC3)n2)cc1	63
CC(C)(C#N)Nc1ccccc1	64
CCCCc1ccc(NC(=O)CSc2nc(=O)n3cc(Cl)ccc3n2)cc1	67
CCOP(=O)(OCC)c1nc(-c2ccc(Br)cc2)oc1N(C)C	58
O=C(COc1ccc(Cl)cc1Cl)N1CCN=C1SCc1cccc(F)c1	69
COc1cc(C2OC(c3cc(C)ccc3[N+](=O)[O-])=NN2C(C)=O)cc(OC)c1OC (stereo not drawn)	54
C/C(=N/OC(=O)c1ccccc1)c1csc(COc2ccc(Cl)cc2)n1	58
COc1ccc(Br)cc1/C=N\Nc1oc(-c2ccccc2)nc1C#N	67
COc1ccc(-c2cn(-c3ccc(C(C)C)cc3)c(=S)[nH]2)cc1OC	66
COC(=O)c1ccc(OCC(O)CN2CCN(CCN3C(=O)c4cccc5cccc(c45)C3=O)CC2)cc1 (stereo not drawn)	56
Cc1ccc(NC(=O)Cn2nc3ccc(SC4CCCCC4)nn3c2=O)c(Cl)c1	62
CC(C)Oc1ccc(/C=N\NC(=O)c2cccs2)cc1	58
O=C(/C=C/c1ccccc1)NCCS(=O)(=O)N1CCN(c2ccccc2F)CC1	58
O=C(NC1CCN(Cc2ccccc2)CC1)c1ccc(-n2cccn2)cc1	59
O=C(CCSc1ccccc1)Nc1nc2c(cc3c4c(cccc42)CC3)s1	61
Cn1c(CNC(=O)c2ccc(S(=O)(=O)N3CCCCC3)cc2)nnc1SCC(=O)O	54
Cc1ccc(NC(=O)Cn2c(C)nc3c(sc4ccccc43)c2=O)cc1Cl	76
O=C(CCc1ccccc1)Nn1cnc2c(cnn2-c2cccc(Cl)c2)c1=O	68
CC(=O)Nc1ccc(NC(=O)Cn2c(=O)nc(-c3ccccc3)c3ccccc32)cc1	61
Cc1cc(NC(=O)c2ccc(=O)n(C)n2)no1	62
O=C(Nc1nc2ccc(F)cc2s1)C1CCCN1S(=O)(=O)c1cccs1 (stereo not drawn)	55
CSc1nc2ccc(NC(=O)COc3ccc(Cl)cc3)cc2s1	56
O=C(c1ccc(Cl)cc1)N1CCC(C(F)(F)F)CC1	50
O=C(CSc1nc(-c2ccccc2)nc2c1CCCC2)c1cccs1	64

(listing goes on)
SMILES	RMI FANCM FP
Cn1nc2c(c1NC(=O)c1ccc(F)cc1)CCC2	62
COc1ccc(SCC(=O)Nc2ccc3c(c2)C(=O)N(C)C3=O)cc1	66
COC(=O)c1sc(N2CCCC2)c(S(=O)(=O)C(C)C)c1N	51
CC(C)C(NC(=O)C1C=CC(Cl)=CC1Cl)c1nc2ccccc2[nH]1 (stereo not drawn)	189
O=C(CCCSc1ccc(NC(=O)c2ccco2)nn1)Nc1ccccn1	69
O=C(c1cccc(NS(=O)(=O)c2cccc(F)c2)c1)N1CCN(c2ccccc2F)CC1	70
CC(C)c1ccc(N(C)S(=O)(=O)c2ccsc2-c2nc(-c3ccc4c(c3)OCO4)no2)cc1	69
COc1ccc(NC(=O)Nc2ccc(OC)c(OC3CCCC3)c2)cc1OC1CCCC1	47
O=C1CN2Cc3c(ccc(Cl)c3Cl)N=C2N1	61
CC(=O)N1CCN(Cc2nc3ccccc3[nH]2)CC1	60
COC(=O)CC1C(=O)NC(C)=C1C(=O)OC (stereo not drawn)	42
Nc1c(NC2CCCCC2)c2ccccc2oc1=O	53
CN1C(=O)Cc2cc(N)ccc21	69
O=C(CCCSc1ccccc1)Nc1nc2ccc(Cl)cc2s1	95
CCN1C(=O)Cc2cc(NC(=O)c3ccc(OC)cc3OC)ccc21	69
O=C(CSc1nnc(NC(=O)c2ccccc2[N+](=O)[O-])s1)Nc1ccc(OC(F)(F)F)cc1	61
O=[N+]([O-])c1ccccc1S(=O)(=O)NCCOc1ccccc1	61
O=c1c2ccccc2c2ccccc2c(=O)n1-n1cnnc1	66
CCOc1ccc(NC(=O)c2cccc(-n3cnnn3)c2)cc1	64
COc1ccc(CCC(=O)NCC2(c3cccs3)CCCC2)cc1	68
CC(C)c1ccc2c(c1)sc(=NC(=O)CN1C(=O)c3ccccc3C1=O)n2C	76
CCN(CC)CCCN1C(=O)c2oc3cc(C)c(C)cc3c(=O)c2C1c1ccccc1OC (stereo not drawn)	71
COc1cc(C=C(C#N)C#N)ccc1OC(=O)c1cc(OC)c(OC)c(OC)c1	49
CCOc1ccc(-c2csc(NC(=O)Cc3ccc(S(=O)(=O)CC)cc3)n2)cc1	62
COc1ccc(-n2ccn(CC(=O)Nc3ccc4c(c3)OCO4)c2=O)cc1	64

More structures
SMILES	RMI FANCM FP
Cc1ccccc1OCC(=O)Nc1ccc2c(c1)N(C)C(=O)C(C)(C)CO2	67
Oc1c(CN2CCN(c3ccccn3)CC2)cc(Cl)c2cccnc12	56
O=C(Nc1onc2c1CCCC2)c1cc2ccccc2oc1=O	56
CCOCC(=O)Nc1cc(-c2ccco2)nn1-c1nc(C)c(C)c(=O)[nH]1	65
CN(C)CCCN(C(=O)c1cccc(S(C)(=O)=O)c1)c1nc2c(Cl)cccc2s1	65
Cc1nc(-c2ccc(F)cc2)sc1-c1ccc(SCC(=O)Nc2ccc(C(C)C)cc2)nn1	58
CCCNC(=O)C(=O)NCC1CCN(C2CCCC2)CC1	74
C#CCn1c(=NC(=O)CN2C(=O)c3ccccc3C2=O)sc2cccc(OCC)c21	64
CC(C)(C)n1ncc2c(=O)n(CCC(=O)Nc3cccc(C(F)(F)F)c3)cnc21	72
O=C(Nc1cccs1)N1CCN(c2ccc(-c3ccco3)nn2)CC1	66
COc1ccc(OC)c2sc(NC(=O)c3ccc(Cl)cc3Cl)nc12	61
CC(C)(CC(=O)O)C(CCC(=O)O)C(=O)O (stereo not drawn)	59
COc1cc(/C=C2\SC(=O)NC2=S)ccc1OCC(=O)Nc1ccc(Cl)cc1	50
O=S1(=O)C=C(Nc2ccccc2)CC1	59
CC(C)Oc1ccc(-c2noc(-c3cc(-c4ccccc4)n[nH]3)n2)cc1	88
COc1ccc(-c2noc(CSc3nc(-c4ccc(F)cc4)cc(=O)[nH]3)n2)cc1	60
C=CCNC(=O)Cc1csc(SCc2ccc(Br)cc2)n1	66
COc1cccc(-c2cn3c(C(=O)Nc4ccncc4)csc3n2)c1	80
O=C(Nc1ccc(Cl)cc1)c1cnc(SCc2ccco2)cc1C(F)(F)F	56
O=C(O)/C(=C/c1ccc2c(c1)OCO2)NC(=O)c1ccccc1	52
O=C(CCN1C(=O)c2ccccc2S1(=O)=O)N1CCN(C(c2ccccc2)c2ccccc2)CC1	53
COc1cccc(-c2cn3c(C(=O)Nc4ccc(OC(F)(F)F)cc4)csc3n2)c1	66
CCOC(=O)C(C)Oc1cccc2c(=O)[nH]ccc12 (stereo not drawn)	70
C=CCn1c(SC)nnc1-c1ccc2ncccc2c1	52
CCS(=O)(=O)N1CCc2ccc(NS(=O)(=O)c3ccc(Cl)s3)cc2C1	65

Later entries.
SMILES	RMI FANCM FP
CCS(=O)(=O)c1ccc(-c2ccc(NC(=O)c3ccc(-c4ccccc4)cc3)cc2)nn1	61
CC(=O)OC(C(=O)O)C(OC(C)=O)C(=O)Nc1ccc(Cl)cc1 (stereo not drawn)	53
CSC(=S)Nc1ccc(NC(C)=O)cc1	62
O=C(Nc1ccc2[nH]ccc2c1)c1ccc(F)cc1	55
O=C(Nc1ccccc1Cl)c1csc2nc(-c3ccc(F)cc3)cn12	88
O=C(c1ccccc1C(F)(F)F)N1CCC(c2nnc(-c3ccc(F)cc3)o2)CC1	60
Cc1sc2ncnc(SCC(=O)c3ccc(F)cc3)c2c1-c1ccc(Cl)cc1	78
Cc1cccn2c(=O)c(C=Nc3cccc(Cl)c3)c(NCc3ccco3)nc12	61
CCOc1ccc2nc(N(Cc3ccccn3)C(=O)c3ccn(C)n3)sc2c1	64
CC(C)(C)c1csc(CN2CCN(C(=O)c3cc4ccccc4oc3=O)CC2)n1	61
COc1ccc(OC(=O)c2ccc3nonc3c2)cc1	62
O=C(CCC1CCCCC1)Nc1cccc(-c2ccc3nnc(-c4ccncc4)n3n2)c1	66&65
O=C(Cn1nc(C2CC2)c2cnn(-c3cccc(Cl)c3)c2c1=O)NCC1CCCO1 (stereo not drawn)	66
CC(C)(C)n1nc(-c2ccc(Cl)cc2)c(C#N)c1N	59
Cc1ccc(OCC(=O)NCCCn2nc(-c3ccc(Cl)cc3)ccc2=O)c(C)c1	62
CCc1ccc(N2CCN(C(=O)c3ccc4c(c3)OCO4)CC2)cc1	64
CC(C(=O)Nc1ccc(S(N)(=O)=O)cc1)N1C(=O)C2C3C=CC(C3)C2C1=O (stereo not drawn)	67
O=C(O)c1nccnc1C(=O)Nc1ccc(-n2ccc(C(F)(F)F)n2)cc1	59
O=C(NCc1ccc2c(c1)OCO2)c1n[nH]nc1Nc1cccc(F)c1	67
CC12C=CC(=O)C1(C)C(=O)C=C2 (stereo not drawn)	66
C[N+]1(C)C[C@@H](O)C[C@H]1C(=O)[O-]	60
O=C(COc1ccc(Cl)cc1)Nc1ncnc2sccc12	56
CC(C)(C)c1cc(C(=O)NCc2ccc(C#N)cc2)n(Cc2ccccc2)n1	56
COc1ccc(CCS(=O)(=O)Nc2ccc3c(c2)N(C(=O)C2CC2)CC3)cc1	67
C=CCn1c(SCc2ccccc2)nc2scc(-c3ccc(F)cc3)c2c1=O	75

Further records follow:
SMILES	RMI FANCM FP
COc1ccc(N2CCN(CCNC(=O)C(=O)NCc3ccc(Cl)cc3)CC2)cc1	74
COc1ccc(F)cc1S(=O)(=O)N1CCN(c2ccc(-c3ccccc3C)nn2)CC1	73
CC(C)(C)OC(=O)N1CCN(C(=O)Nc2ccc(OC(F)(F)F)cc2)CC1	59
Cc1cc(NN)nc2ccccc12	60
COC(=O)Cn1c(=NC(=O)c2ccn(C)n2)sc2ccccc21	69
COCCN1CCCc2ccc(NS(=O)(=O)c3c(C)c(C)c(C)c(C)c3C)cc21	65
CC(C)Cc1ccc(S(=O)(=O)Cc2nc(-c3ccccc3)no2)cc1	72
COc1ccc(-c2cc3c(SCC(=O)Nc4ccc5c(c4)OCO5)nccn3n2)cc1	69
COc1ccc(-c2nc(SC(CC(=O)NCCN3CCOCC3)c3ccc(OC)cc3)n[nH]2)cc1 (stereo not drawn)	22*
Cc1ccc(-c2ccc(=O)n(CCCC(=O)N3c4ccccc4CC3C)n2)cc1 (stereo not drawn)	71
Cc1ccc(S(=O)(=O)NC(=O)c2c(O)c3ccccc3oc2=O)cc1	61
CCC(=O)Nc1ccc(SCC(=O)Nc2ccc(C)c(F)c2)nn1	61
COC(=O)CSc1cc(C)c(C#N)c2nc3ccccc3n12	56
Cc1ccc(C)c(S(=O)(=O)NCC(=O)O)c1	66
CC(C)CCN1C(=O)C(C)(C)COc2cc(NS(=O)(=O)Cc3ccc(Cl)cc3)ccc21	65
CN1CCN(C(CNC(=O)C(=O)Nc2ccc(F)c(Cl)c2)c2ccc3c(c2)CCCN3C)CC1 (stereo not drawn)	59
CCN1CCOc2ccc(NS(=O)(=O)C3CCCCC3)cc2C1=O	55
O=S(=O)(NCCN1CCN(c2ccccc2F)CC1)c1ccc(F)cc1	63
Cc1onc(-c2c(Cl)cccc2Cl)c1C(=O)N1CCN(CC(=O)N(C)c2ccccc2)CC1	60
O=[N+]([O-])c1ccccc1S(=O)(=O)NCCc1csc(-c2ccc(Cl)cc2)n1	57
O=C(NCc1c(F)cccc1F)C1(c2cccs2)CCCC1	62
COc1ccc(N2CCN(S(=O)(=O)c3c(C)n(C)c(=O)n(C)c3=O)CC2)cc1	60
CC(C)(CSc1ccccn1)NS(=O)(=O)c1ccccc1	49
Cc1ccc2oc(=O)n(CC(=O)N3CCOCC3)c2c1	55
Cc1cccc(-n2ccnc2SCC(=O)Nc2ccc3c(c2)OCCO3)c1C	60

Carrying on.
SMILES	RMI FANCM FP
COc1ccc(CCNS(=O)(=O)c2ccc(Oc3ccccc3OC)cc2)cc1OC	58
COC(=O)c1cccc(NC(=O)CC2C(=O)NCCN2C(=O)c2ccccc2)c1 (stereo not drawn)	53
CCCS(=O)(=O)N1CCc2ccc(NC(=O)c3ccco3)cc2C1	67
CCN(c1cccc2ccccc12)S(=O)(=O)c1ccccc1	64
O=S(=O)(NCc1cc(F)cc2c1OCOC2)c1cccc2nonc12	53
Cc1cc(C)cc(NC(=O)CCc2csc(NC(=O)c3ccc(=O)[nH]c3)n2)c1	61
CCOC(=O)CCC(=O)N1CCCC(c2nnc(-c3cccs3)o2)C1 (stereo not drawn)	64
Cc1ccc2nc(Cl)nc(-c3ccccc3)c2c1	60
Cc1cc(F)ccc1S(=O)(=O)NCCc1ccc(N(C)C)cc1	71
